Screening data as filed in PubChem BioAssay.
RSV CPE inhibition: inhibition of RSV-induced cytopathic effect – HEp-2 cells, primary 10 µM value included (AID 2391); HEp-2 cells, RSV-induced CPE inhibition; higher % means a stronger effect; CPE inhibition, % at 10 µM, or IC50 in µM where a hit was titrated; hit rate 0.13% among 310,000; in the data active means a potency from the dose series; inconclusive means CPE inhibition mostly from about 23% at the one dose, without a potency; inactive means the rest, 99 in 100 with CPE inhibition below about 21%; further: strong numbers were not always called active
PhoP inhibition: inhibitors of PhoP regulon expression, primary screen, Salmonella Typhimurium, GFP reporter (AID 1863); S. Typhimurium PhoP-regulated promoter GFP reporter, 4 h; higher % means a stronger effect; inhibition, % at 50 µM; hits with a dose series show IC50 in µM; hit rate 0.16% among 300,000;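 active means inhibition over 29.93%, a cutoff 3 SD above the screen mean, later confirmed by dose response; inconclusive means inhibition over 29.93% but no dose response follow-up; inactive means inhibition at most 29.93% or unconfirmed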;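 further: 0% = low Mg2+ inducing control and 100% = high Mg2+ repressing control; strong numbers were not always called active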
Rac1 GTP hydrolysis: MgcRacGAP GTPase-activating activity inhibitors, confirmation, biochemical, ADP Hunter fluorescence. AID 624330. MgcRacGAP-stimulated Rac1 GTP hydrolysis, ADP Hunter fluorescence; higher % means a stronger effect; GST-tagged Rac1 F28L mutant substrate. hit rate 0.6% among 340,000. one-dose inhibition, % at 30 µM; IC50 in µM for titrated hits;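 active means first-screen hits whose inhibition reached a set limit at any dose in the follow-up dose series; inconclusive means inhibition above the set first-screen limit but never retested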;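 further: fluorescence reports GDP produced by GAP-driven GTP hydrolysis; strong numbers were not always called active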
West Nile antiviral: inhibition of WNV-induced cytopathic effect – cell-based, CPE readout (AID 1621). hit rate 0.02% among 290,000. West Nile virus-infected cells, CPE inhibition; higher % means a stronger effect. CPE inhibition, % at 10 µM, or IC50 in µM where a hit was titrated; in the data active means a potency from the dose series; inconclusive means CPE inhibition mostly from about 3.7% at the one dose, without a potency; inactive means the rest, 99 in 100 with CPE inhibition below about 2.2%; further: strong numbers were not always called active
LYP phosphatase: PTPN22 lymphoid phosphatase activity blockers – biochemical, fluorescence intensity, uHTS (AID 1779); recombinant LYP phosphatase, fluorescence intensity; higher % means a stronger effect; inhibition, % at 11.5 µM, or IC50 in µM where a hit was titrated; hit rate 0.054% among 290,000; in the data active means inhibition above about 50%;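 further: plate controls were vehicle with enzyme for no effect and no enzyme for full effect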
NS5 inhibitors: flavivirus cap methylation enzyme inhibition – biochemical, confirmation dose response, primary screen (AID 588689). hit rate 0.3% among 340,000. one-dose inhibition, % at 25 µM; IC50 in µM for titrated hits. Dengue-2 NS5 methyltransferase capping enzyme assay, biochemical; higher % means a stronger effect; in the data active means a potency from the dose series; inconclusive means inhibition above about 29% without an active follow-up result
CSM14.1 death rescue: protection against thapsigargin-triggered cell killing – 384-well, CSM14.1, ATP luminescence, primary screen (AID 1222); CSM14.1 thapsigargin-induced death rescue, ATP luminescence; higher % means a stronger effect; cellular ATP content (survival), % at 20 µM; hits with a dose series show EC50 in µM; 190,000 tested, under 10 active;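 active means EC50 below 50 µM in the dose-response confirmation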;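 further: death triggered by thapsigargin at about 15 µM added after 2 h compound pretreatment; cell ATP read after overnight thapsigargin exposure of roughly 18 to 22 hours; normalized against plate controls of thapsigargin alone and 5% DMSO vehicle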
SV40 large T antigen: SV40 large T antigen inhibitors, biochemical (AID 1903) | SV40 large T antigen ATPase/helicase inhibition assay; higher % means a stronger effect | inhibition, % at 20 µM; hits with a dose series show IC50 in µM | hit rate 0.39% among 310,000; in the data active means a potency from the dose series; inconclusive means inhibition mostly from about 32% at the one dose, without a potency; inactive means the rest, 99 in 100 with inhibition below about 32%; further: strong numbers were not always called active
GPR35 antagonists: GPR35 antagonists blocking zaprinast-driven arrestin recruitment, primary screen, imaging, U2OS, beta-arrestin-GFP, zaprinast agonist (AID 2058) | inhibition, % at 10 µM; hits with a dose series show IC50 in µM | U2OS GPR35 beta-arrestin-GFP translocation imaging, zaprinast antagonism; higher % means a stronger effect | hit rate 0.052% among 290,000;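 active means inhibition of at least 50% with at least 30 cells and total cytoplasm GFP at most 10,000,000; inconclusive means under 30 cells or total GFP of 10,000,000 plus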
* hit, by the source's call; ? = inconclusive; nt = not tested or not shown. This is a random part of the collection; any-hit rate near 1.5%.

The first five entries as a preview:
SMILES	RSV CPE inhibition	PhoP inhibition	Rac1 GTP hydrolysis	West Nile antiviral	LYP phosphatase	NS5 inhibitors	CSM14.1 death rescue	SV40 large T antigen	GPR35 antagonists
CCOC(=O)c1c(NC(=O)Cn2nc(C(=O)O)c3ccccc3c2=O)sc2c1CCC(C)C2 (centres undefined)	0.8%	nt	-7.9%	1.2%	1.6%	-0.8%	nt	-0.1%	-9.5%
CCOC(=O)c1cccc(NC(=O)CCn2cccc2)c1	4.3%	-4.9%	13.0%	-0.1%	-5.4%	-2.8%	-0.5%	3.8%	-2.2%
Cc1ccccc1NS(=O)(=O)c1cc2c3c(c1)C(C)C(=O)N3CCC2 (centres undefined)	2.4%	-10.4%	7.4%	0.5%	-3.9%	1.8%	nt	10.3%	8.9%
CCOC(=O)/C=C1\SCC(=O)N1CC(O)CN1C(=O)CS/C1=C\C(=O)OCC	1.3%	-8.1%	4.4%	0.3%	-3.7%	-4.1%	-2.1%	5.0%	11.5%
COc1cc(/C=C/C(=O)OCC(=O)c2c(N)n(C)c(=O)n(C)c2=O)ccc1O	1.2%	-0.6%	17.0%	0.2%	2.2%	nt	1.1%	26.1%	-6.8%

The list itself, previewed entries included:
SMILES	RSV CPE inhibition	PhoP inhibition	Rac1 GTP hydrolysis	West Nile antiviral	LYP phosphatase	NS5 inhibitors	CSM14.1 death rescue	SV40 large T antigen	GPR35 antagonists
CCOC(=O)c1c(NC(=O)Cn2nc(C(=O)O)c3ccccc3c2=O)sc2c1CCC(C)C2 (centres undefined)	0.8%	nt	-7.9%	1.2%	1.6%	-0.8%	nt	-0.1%	-9.5%
CCOC(=O)c1cccc(NC(=O)CCn2cccc2)c1	4.3%	-4.9%	13.0%	-0.1%	-5.4%	-2.8%	-0.5%	3.8%	-2.2%
Cc1ccccc1NS(=O)(=O)c1cc2c3c(c1)C(C)C(=O)N3CCC2 (centres undefined)	2.4%	-10.4%	7.4%	0.5%	-3.9%	1.8%	nt	10.3%	8.9%
CCOC(=O)/C=C1\SCC(=O)N1CC(O)CN1C(=O)CS/C1=C\C(=O)OCC	1.3%	-8.1%	4.4%	0.3%	-3.7%	-4.1%	-2.1%	5.0%	11.5%
COc1cc(/C=C/C(=O)OCC(=O)c2c(N)n(C)c(=O)n(C)c2=O)ccc1O	1.2%	-0.6%	17.0%	0.2%	2.2%	nt	1.1%	26.1%	-6.8%
N#C/C(=C(/O)c1cc2ccccc2o1)c1nc2ccccc2s1	-1.3%	1.3%	4.5%	0.1%	0.5%	6.8%	nt	15.3%	-10.6%
O=C(Nc1ccc(F)c(F)c1)c1ccc2c(c1)OCO2	2.5%	-8.7%	9.2%	-0.5%	-6.7%	-6.9%	3.0%	10.6%	-1.0%
Fc1cccc(-n2ncc(-c3nnnn3-c3ccccc3)c2C(F)(F)F)c1	?	-6.3%	1.9%	0.2%	2.8%	-4.1%	0.0%	-0.3%	-6.6%
NNC(=O)Cn1c2ccccc2c2ccccc21	0.5%	-0.9%	8.0%	1.4%	-4.4%	3.1%	nt	8.5%	1.8%
CCOC(=O)CC(=O)CSc1nc2ccccc2c(=O)n1-c1ccc(C(=O)NCCOC)cc1	-0.2%	-18.2%	-6.3%	0.0%	-4.9%	6.9%	-1.0%	-1.7%	9.2%
Cc1ccc(C)c(N(CC(=O)N2CCCCCC2)S(C)(=O)=O)c1	-0.5%	3.3%	5.7%	-0.1%	-8.4%	-0.8%	nt	-1.8%	2.3%
COc1ccc(NC(=O)Nc2ccccc2F)cc1	0.9%	-2.5%	5.8%	-0.1%	1.6%	-20.8%	-1.9%	-2.4%	9.6%
COc1ccc2c(c1)C(=O)N(CCc1ccc(S(=O)(=O)NC(=O)NC3CCCCC3)cc1)C(=O)C2(C)C	6.1%	-4.2%	9.6%	-0.1%	-4.6%	-1.6%	nt	14.8%	-4.2%
Cc1ccc(C(=O)N2CCOCC2)cc1S(=O)(=O)Nc1cccc(C)c1C	0.0%	1.8%	7.6%	-0.2%	-5.1%	-2.8%	-1.4%	-2.2%	11.6%
CNC(=S)NNC(=O)c1oc2nc(-c3ccccc3)cc(-c3ccco3)c2c1N	0.1%	-15.9%	7.2%	0.4%	-4.0%	-4.6%	nt	49.9%	-1.5%
O=C(Nc1ccccc1)OCCNC(=O)c1ccccc1	1.5%	11.3%	5.1%	-0.2%	-11.9%	0.7%	-1.1%	21.2%	-0.7%
Cc1cccc(/C=C/C(=O)c2ccc(N3CCOCC3)cc2)c1	3.4%	2.2%	nt	-1.2%	6.4%	nt	1.2%	-1.5%	1.6%
S=C(Nc1ccccc1)Nc1cc(Cl)ccc1Oc1ccccc1	10.9%	8.5%	7.7%	-0.2%	4.5%	-6.4%	-0.5%	5.5%	6.1%
Nc1nc(N2CCCCC2)nc(N(c2ccccc2)c2ccccc2)n1	0.8%	1.6%	1.7%	0.1%	3.8%	-4.9%	nt	4.3%	-8.5%
O=C(CC1CCCC1)Nc1nnc(C2CC2)s1	2.5%	27.2%	8.7%	-1.1%	-3.6%	-5.5%	1.2%	-0.2%	-5.4%
CC1CC(C)(C)NC(=S)N1CCCC(=O)Nc1ccc(F)c(F)c1 (centres undefined)	-1.6%	2.6%	2.0%	-0.1%	2.0%	-5.2%	-0.9%	15.8%	-6.1%
O=S(=O)(Cc1cccc(C(F)(F)F)c1)c1ncn[nH]1	1.6%	-3.5%	6.8%	0.3%	-10.5%	-15.5%	-1.4%	-1.5%	-11.4%
COc1cc(Br)c(Br)c(Br)c1N	2.4%	3.4%	4.1%	0.1%	-3.9%	3.9%	nt	9.4%	-1.0%
O=C(c1ccc(C(F)(F)F)cc1)C1CCCN(C(=O)c2csnn2)C1 (centres undefined)	-0.8%	-4.6%	-5.3%	-0.5%	-10.7%	-5.2%	-1.0%	6.6%	-0.1%
Cc1ccc(Sc2ccc([N+](=O)[O-])cc2[N+](=O)[O-])nc1	-0.4%	20.9%	8.8%	?	7.9%	1.8%	0.0%	9.4%	-4.0%

(list continues)
SMILES	RSV CPE inhibition	PhoP inhibition	Rac1 GTP hydrolysis	West Nile antiviral	LYP phosphatase	NS5 inhibitors	CSM14.1 death rescue	SV40 large T antigen	GPR35 antagonists
CCOc1ccc(C(=O)NCc2cccs2)cc1	0.1%	-1.2%	9.7%	0.2%	-0.8%	0.8%	-2.0%	-3.4%	-9.6%
O=C(O)CCn1c(O)c(C=C2N=c3ccccc3=N2)sc1=S	3.2%	-2.7%	12.7%	0.3%	5.9%	-6.2%	nt	16.8%	2.6%
O=C(CSc1nc2ccsc2c(=O)n1Cc1ccccc1)NCC1CCCO1 (centres undefined)	3.2%	0.6%	13.1%	-0.1%	-5.2%	-0.8%	-8.7%	3.9%	7.8%
COc1ccccc1NS(=O)(=O)c1cccc(C(=O)NCc2ccco2)c1	4.0%	-8.8%	-0.1%	-0.8%	-7.9%	-3.7%	0.2%	5.7%	-13.9%
Cc1ccccc1NC(=O)CN1CCC(C(=O)c2ccc3c(c2)OCCO3)CC1	0.2%	2.1%	11.5%	-0.8%	-9.1%	0.0%	nt	7.4%	0.0%
CN(C)S(=O)(=O)c1ccc(NC(=O)COc2ncnc3c2cnn3-c2ccccc2)cc1	16.2%	17.2%	1.4%	-1.2%	-4.0%	-2.2%	0.5%	-6.6%	1.5%
Cc1ccc(-n2cnc(N)c2C(=O)c2cccc([N+](=O)[O-])c2)cc1	3.3%	-11.2%	4.6%	-0.1%	-0.5%	0.8%	nt	6.6%	-7.0%
CCS(=O)(=O)c1ccc(O)c(N2C(=O)C3C4C=CC(C4)C3C2=O)c1 (centres undefined)	0.3%	0.8%	7.2%	0.7%	-10.6%	-2.8%	1.2%	8.5%	-8.3%
CCOc1ccc(C2C(C(=O)c3ccco3)=C(O)C(=O)N2CCN(C)C)cc1 (centres undefined)	nt	-1.9%	nt	nt	-0.9%	nt	1.4%	13.8%	11.1%
O=C1Nc2ccccc2C1c1ncc(C(F)(F)F)cc1Cl (centres undefined)	5.5%	-3.9%	6.5%	-0.2%	-3.1%	-5.2%	nt	3.5%	8.3%
CC(OC(=O)c1ccc2c(=O)n3c(nc2c1)CCCCC3)C(N)=O (centres undefined)	0.0%	-2.5%	12.2%	-0.1%	-4.3%	-5.4%	-1.3%	22.7%	0.9%
Cc1ccc(C)c(/C(O)=C2\C(=O)C(=O)N(Cc3cccnc3)C2c2cccnc2)c1 (centres undefined)	2.2%	5.6%	2.7%	-0.1%	-5.1%	0.0%	-0.6%	12.1%	3.2%
CCCCCC/C(=N\NS(C)(=O)=O)c1ccccc1	2.8%	10.1%	8.2%	-0.6%	-2.0%	-2.4%	7.7%	7.5%	5.7%
Cc1ccccc1C(=O)N1CCC(C(N)=O)CC1	0.2%	-6.3%	10.5%	0.2%	-7.2%	-12.6%	-2.9%	-6.2%	5.3%
Cc1cccc(C(=O)N[C@H](C(=O)OCC(=O)NC(=O)c2cccn2C)C(C)C)c1	2.8%	-4.1%	13.0%	0.0%	0.0%	8.0%	4.5%	3.2%	-13.1%
COc1ccccc1N(CC(=O)NC1CCCC1)C(=O)C1(C)CC(=O)N=C2C=CC(C)=CN21 (centres undefined)	-0.3%	2.4%	5.9%	-0.1%	-11.2%	2.5%	nt	-1.2%	6.3%
CCCC1=Nc2cc(C(=O)N3CCC(C(=O)OCC)CC3)ccc2Sc2ccccc21	3.2%	8.0%	9.8%	0.6%	-5.6%	-0.9%	nt	0.2%	-21.0%
Cc1nc2ccccc2n1S(=O)(=O)c1ccc(S(=O)(=O)N2CCCCCC2)cc1	1.7%	-14.9%	-2.1%	-0.1%	-3.4%	-6.8%	1.4%	3.6%	8.4%
COc1cc(/C=C2\SC(=S)N(CC(=O)Nc3cccnc3)C2=O)cc(OC)c1OC	2.4%	-46.7%	3.2%	0.1%	-2.2%	nt	-2.0%	32.3%	-11.5%
COc1ccc(C(CNC(=O)COc2ccc([N+](=O)[O-])cc2)N2CCCCC2)cc1 (centres undefined)	2.5%	4.2%	-0.2%	-0.8%	-8.9%	-8.0%	nt	3.5%	13.6%
CCN(C(=O)Cc1c(C(=O)O)n(CC)c2ccccc12)c1ccccc1C	-0.3%	-11.5%	-2.1%	1.4%	-5.7%	0.0%	nt	8.2%	2.6%

Only GPR35 antagonists and RSV CPE inhibition, for 2 of the compounds above:
compound	GPR35 antagonists	RSV CPE inhibition
CN(C)S(=O)(=O)c1ccc(NC(=O)COc2ncnc3c2cnn3-c2ccccc2)cc1	1.5%	16.2%
COc1ccc(C(CNC(=O)COc2ccc([N+](=O)[O-])cc2)N2CCCCC2)cc1 (centres undefined)	13.6%	2.5%
